MEP2 TOR yeast: yeast TOR pathway MEP2-GFP modulation; GFP response vs DMSO, % at 10 µM; S. cerevisiae MEP2-GFP strain, flow cytometry GFP, 3 h; 100% = DMSO control level; 330,000 compounds, 0.51% hits;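 active = GFP response versus DMSO above a set limit, roughly screen mean plus 3 SD, cut at about 180% in these data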;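 note: median GFP fluorescence of the barcode-gated MEP2-GFP cells per well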
GASC-1 inh: blocks human GASC-1 demethylase activity; inhibition, % at 2.35 µM; Q9H3R0; GST-JMJD2C(1-420) H3K9me3 demethylation, DELFIA europium; 330,000 compounds, 0.069% hits; AID 2099;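 active = more than half of a compound's replicate wells show inhibition beyond 50%, single wells judged on their own value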;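 note: signal counts dimethyl H3K9 product captured on neutravidin plate; 0% = median of DMSO wells and 100% = 0.3 times that DMSO median; strong numbers were not always called active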
Target sequence (Q9H3R0 1-420 limits assumed): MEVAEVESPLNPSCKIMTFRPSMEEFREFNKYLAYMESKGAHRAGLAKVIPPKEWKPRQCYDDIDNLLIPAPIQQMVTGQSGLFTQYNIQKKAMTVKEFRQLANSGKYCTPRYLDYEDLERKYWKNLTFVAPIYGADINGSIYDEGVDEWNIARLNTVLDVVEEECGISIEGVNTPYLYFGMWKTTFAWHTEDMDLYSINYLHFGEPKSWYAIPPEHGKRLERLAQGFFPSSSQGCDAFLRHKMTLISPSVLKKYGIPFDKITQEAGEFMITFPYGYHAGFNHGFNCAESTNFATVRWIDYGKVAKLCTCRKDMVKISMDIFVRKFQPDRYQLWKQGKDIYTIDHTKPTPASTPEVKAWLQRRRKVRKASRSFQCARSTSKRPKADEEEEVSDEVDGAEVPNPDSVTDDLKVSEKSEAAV
CIT2 TOR yeast: yeast TOR pathway CIT2-GFP modulation; GFP response vs DMSO, % at 10 µM; AID 2029; S. cerevisiae CIT2-GFP strain, flow cytometry, 3 h; 100 means same as DMSO wells; 320,000 compounds, 0.065% hits;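 active = GFP response relative to DMSO above a set limit, near the screen mean plus 3 SD, cut at about 150% in these data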;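 note: ratio of well median GFP fluorescence to mean of DMSO wells on the plate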
GRK2 aptamer HTS: human GRK2 inhibition via aptamer displacement. 330,000 compounds, 0.59% hits. inhibition of aptamer binding, % at 10 µM. bead flow cytometry, FAM-aptamer displacement from GRK2. P25098;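 active = inhibition of aptamer binding above 40%, roughly 3 SD of noise, on plates passing a quality check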;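 note: median bead fluorescence of bound FAM aptamer so fluorescent compounds give negative values; no value below 0 was filed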
Target sequence (P25098 whole entry, looked up): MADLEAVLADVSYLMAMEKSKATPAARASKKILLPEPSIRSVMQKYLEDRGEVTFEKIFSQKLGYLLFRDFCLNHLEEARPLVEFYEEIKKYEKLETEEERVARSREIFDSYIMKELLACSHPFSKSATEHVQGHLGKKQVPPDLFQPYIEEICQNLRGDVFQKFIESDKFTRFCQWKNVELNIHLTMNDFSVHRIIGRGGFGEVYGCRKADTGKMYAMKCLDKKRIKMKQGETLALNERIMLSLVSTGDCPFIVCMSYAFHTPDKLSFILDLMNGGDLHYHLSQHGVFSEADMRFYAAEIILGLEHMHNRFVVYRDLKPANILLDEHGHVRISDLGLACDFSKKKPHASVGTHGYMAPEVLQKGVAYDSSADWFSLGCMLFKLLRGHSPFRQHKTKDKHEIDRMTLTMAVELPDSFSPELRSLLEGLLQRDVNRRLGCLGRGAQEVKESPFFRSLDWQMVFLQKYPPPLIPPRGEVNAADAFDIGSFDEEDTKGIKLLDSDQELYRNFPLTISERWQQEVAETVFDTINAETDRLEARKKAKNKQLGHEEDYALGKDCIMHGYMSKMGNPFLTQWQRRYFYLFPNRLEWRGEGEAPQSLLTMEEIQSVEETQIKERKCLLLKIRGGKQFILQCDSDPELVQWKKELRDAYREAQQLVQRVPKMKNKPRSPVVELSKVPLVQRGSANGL
AGP1-GFP MLPCN: modulators of TOR pathway AGP1-GFP in S. cerevisiae; GFP response vs DMSO, % at 10 µM; AID 2066; S. cerevisiae AGP1-GFP multiplex flow cytometry, 3 h; GFP as percent of DMSO wells; 320,000 compounds, 0.02% hits;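 active = GFP response relative to DMSO above a set limit, near screen average plus 3 SD, cut at about 150% in these data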;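 note: median GFP channel fluorescence of the gated AGP1 strain per well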
VLA-4 inh: inhibition in a human VLA-4 binding assay; P13612; VLA-4 expressing cells, ligand binding flow cytometry; inhibition, % (about 7 µM as worked out from the volumes in the protocol); 330,000 compounds, 0.2% hits; AID 2557; in the data active = inhibition above about 50%
LAP4-GFP MLPCN: yeast TOR pathway LAP4-GFP modulation. S. cerevisiae LAP4-GFP multiplex, flow cytometry GFP, 3 h; median GFP as percent of DMSO wells. GFP response vs DMSO, % at 10 µM. 320,000 compounds, 0.34% hits;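 active = GFP response vs DMSO above a set limit, about the screen mean plus 3 SD, cut at about 150% in these data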
RPL19A-GFP yeast: yeast TOR pathway RPL19A-GFP modulation | S. cerevisiae RPL19A-GFP strain, flow cytometry, 3 h; active compounds read low | percent response vs DMSO, % at 10 µM | 330,000 compounds, 0.3% hits | AID 2025;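 active = percent response vs DMSO below 50%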;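 note: median channel GFP fluorescence of the barcoded RPL19A-GFP strain; ratio of sample median GFP to plate DMSO average so 100% = DMSO; lower means less RPL19A-GFP as with rapamycin TOR inhibition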
Active calls of the source: *; x = no result given. Not a hit list; any-hit rate near 1.7%.

SMILES	MEP2 TOR yeast	GASC-1 inh	CIT2 TOR yeast	GRK2 aptamer HTS	AGP1-GFP MLPCN	VLA-4 inh	LAP4-GFP MLPCN	RPL19A-GFP yeast
CC(C)CCN1C(=O)c2ccc(C(=O)NCc3ccccn3)cc2C1=O	172.6	7.0	127.2	0.0	113.7	-3.5	163.6*	71.2
CC1=NNC(=O)C1CCC(=O)N/N=C/C=C/c1ccccc1 (centres undefined)	100.3	-5.7	102.5	2.0	107.6	7.1	93.8	104.4
COc1cccc(Nc2ncnc3c2cnn3-c2cccc(C)c2)c1	85.2	-14.2	79.9	3.0	84.0	-1.0	105.5	88.8
C[C@H](CO)N1C[C@H](C)[C@@H](CN(C)C)Oc2c(NS(=O)(=O)c3cn(C)cn3)cccc2C1=O	93.8	6.0	92.7	3.0	88.2	-15.7	83.0	86.0
CCOC(=O)NNC(=O)NCCCCCCNC(=O)NNC(=O)OCC	114.8	-5.1	x	0.0	x	0.8	x	111.9
CC(C)(C)NC(=O)C(c1cccnc1)N(C(=O)c1ccc(Cl)nc1)C1CCCC1 (centres undefined)	105.5	1.9	97.5	0.0	105.0	2.9	105.1	111.2
COc1cc(/C=C/C(=O)OCC(=O)NCCc2ccccc2)cc(OC)c1OC	88.3	65.4	97.8	0.0	99.2	-2.7	97.9	96.3
O=C(Nc1ccccc1)Nc1ccncc1	97.4	-6.5	98.4	2.0	92.2	61.9*	99.0	103.9
Cc1cc(C)n(CCC(=O)Nc2cccc(F)c2)n1	100.4	-15.9	95.1	0.0	106.9	2.1	108.2	96.5
CC(C)C/C(O)=C/c1nc2cc(Cl)ccc2oc1=O	110.8	-25.9	97.1	0.0	102.1	0.1	108.8	100.1
O=S(=O)(Cc1ccccc1)NCC1CCCN(Cc2ccc(F)c(F)c2)C1 (centres undefined)	92.2	-12.4	93.3	1.0	94.1	-1.9	91.0	91.8
O=C(CSc1nnc(-c2cccs2)n1CC1CCCO1)c1cc2ccccc2o1 (centres undefined)	103.8	-53.5	92.8	0.0	102.9	-9.2	102.5	100.2
CCOc1ccccc1N(CC(=O)Nc1c(C)n(C)n(-c2ccccc2)c1=O)S(=O)(=O)c1ccccc1	100.3	0.4	103.4	0.0	100.1	-2.2	94.2	99.0
OCCN(Cc1ccccc1)Cc1ccc(C(F)(F)F)cc1	108.0	-5.0	113.7	6.0	x	-2.9	112.1	109.8
COc1ccc(-c2cc(C(F)(F)F)nc(SCC(=O)Nc3ccc4c(c3)OCO4)n2)cc1	125.8	-7.5	103.6	2.0	103.0	20.6	103.0	106.9
O=C1C=CN(C(=O)Oc2ccccc2)CC1	124.2	0.8	111.5	4.0	105.6	18.1	102.1	106.7
CC(=O)Nc1ncnc2c1c(-c1ccc(Cl)cc1)nn2C(C)(C)C	87.8	13.4	54.6	1.0	84.8	-1.8	146.3	64.5
CCN(CC(=O)NC1CCS(=O)(=O)C1)C(C)C(=O)Nc1ccc(F)cc1 (centres undefined)	102.1	-6.4	97.0	0.0	99.5	1.9	97.1	94.3
CCOC(=O)c1sc2nc(C)nc(NCc3cccnc3)c2c1C	100.6	1.2	101.3	0.0	97.0	-13.6	100.1	101.8
O=C(Nc1cccnc1)c1cccs1	110.5	1.2	112.7	0.0	107.3	1.6	106.5	100.6
COc1ccc(/C(=N/OC(C)=O)c2nccc3cc(OC)c(OC)cc23)cc1OC	93.2	3.1	98.3	1.0	102.0	1.2	110.2	97.4
O=C(CSc1nc(-c2ccccc2)c(-c2ccccc2)[nH]1)N1CCN(S(=O)(=O)c2ccccc2)CC1	102.6	-5.8	103.6	2.0	105.3	7.8	100.2	94.2
COc1ccc(CCNC(=O)c2c(C)nc3ccccn23)cc1	109.7	8.1	105.0	0.0	101.7	17.1	105.6	101.7
COC(=O)c1ccc(NC(=S)NCCc2cccc(C)c2)cc1	108.8	0.6	90.7	4.0	101.8	-15.5	115.2	94.4
CCOC(=O)N1CCN(C(=O)CN(C)S(=O)(=O)c2ccc(OCC)cc2)CC1	104.2	6.7	96.4	5.0	97.2	3.9	95.5	105.2
CNC(=S)N(Cc1ccc(Cl)cc1)Cc1cccs1	99.1	5.4	87.2	x	94.7	14.4	95.5	94.3
COc1ccc(N(C(=O)CNC(=O)c2ccco2)C(C(=O)NCC2CCCO2)c2ccc(OC)c(OC)c2)cc1 (centres undefined)	89.9	1.1	99.3	0.0	93.0	17.3	94.4	96.0
Cc1c(C(=O)N2CCN(c3ccc([N+](=O)[O-])cc3)CC2)sc2ncn(CC(=O)N3CCOCC3)c(=O)c12	98.4	2.5	92.7	1.0	96.3	-3.5	77.9	98.4
Cc1cc(NC(=O)c2ccc3c(c2)C(=O)N(CCC(C)C)C3=O)no1	91.6	2.9	96.2	2.0	94.6	3.7	89.8	91.4
N#C/C(=C\c1ccccc1OCc1ccc(C(=O)O)cc1)c1ccccc1	103.9	2.7	92.8	4.0	93.7	5.6	105.0	92.9
COc1ccc(CSc2nc(CSC)cc(N3CCOCC3)n2)cc1	98.3	16.6	95.9	1.0	97.9	-10.3	104.9	96.6
CN=C(C[N+](=O)[O-])NCCSCc1ccc(CN(C)C)o1	105.4	x	107.0	0.0	106.7	13.4	100.5	108.4
CC1CCCCC1NC(=O)COn1nnc2ccc(Cl)cc21 (centres undefined)	101.3	1.4	99.2	1.0	95.1	14.8	100.0	97.9
O=S(=O)(Nc1ccccc1Cl)c1cccc2nsnc12	95.9	9.9	99.2	17.0	96.5	-8.7	88.2	97.1
COCCNC(=O)Cn1c(=O)n(CCCCCC(=O)NCc2ccc3c(c2)OCO3)c(=O)c2sccc21	95.0	1.4	98.2	0.0	105.7	6.2	99.6	95.5
Cc1onc(-c2ccccc2Cl)c1C(=O)NC(=S)NCC(=O)c1ccccc1	100.5	8.1	100.2	0.0	104.2	-8.6	94.0	105.8
c1ccc(CCCCNCC2COc3ccccc3O2)cc1 (centres undefined)	98.4	5.4	98.0	0.0	99.9	0.0	88.9	101.2
Cc1cc(N/N=C/c2c[nH]c3ccccc23)c2ccccc2n1	99.2	9.6	91.1	3.0	104.0	7.4	108.0	98.4
O=C1CCCN1CCC12CC3CC(CC(C3)C1)C2	102.2	-2.5	94.4	2.0	101.4	-21.4	116.2	99.1
Nc1c(C(=O)c2ccccc2O)cnn1-c1ccc(S(=O)(=O)N2CCOCC2)cc1[N+](=O)[O-]	107.0	-0.7	99.8	0.0	104.5	-1.5	95.9	103.9
CCCCN1C(=O)CC(N2CCOCC2)C1=O (centres undefined)	93.2	-20.1	90.6	2.0	92.7	0.7	79.0	96.4
CCS(=O)(=O)N1CCC(C(=O)Nc2ccc3c(c2)CCC3)CC1	101.0	14.7	154.1*	0.0	115.9	8.6	91.3	95.0
COc1ccc(C2/C(=C(/O)c3ccccc3)C(=O)C(=O)N2C)c(OC)c1 (centres undefined)	108.8	-5.5	106.4	0.0	102.7	8.9	94.6	107.8
CCn1c(SCC(=O)O)nnc1-c1ccccc1OC	108.1	7.6	99.8	7.0	93.9	11.0	91.0	98.6
Cc1onc(-c2ccccc2)c1C(=O)N1CCCc2ccccc21	106.9	0.0	107.4	0.0	107.2	14.6	95.1	97.8
CCN(c1ccccc1)S(=O)(=O)c1ccc(C(=O)Nc2ncccc2O)cc1	97.8	6.4	109.8	0.0	90.8	-6.0	76.4	107.9
CCOC(=O)c1c(-c2cccs2)csc1NC(=O)CSc1ncn[nH]1	98.0	3.3	93.1	90.0*	94.4	0.0	100.0	93.2
CC(=O)C1=C(C)NC(=O)NC1c1ccccc1OCC(=O)NCCc1ccccc1 (centres undefined)	103.1	3.4	x	2.0	101.4	6.1	94.6	102.5
COc1ccc(/C=N/NC(=O)c2ccc(CSc3nc(C)cc(C)n3)cc2)cc1O	95.6	-8.0	96.1	0.0	97.3	1.6	97.7	97.2
Cc1cc2oc3cc(NCCC4CCCN4C)ccc3c(=O)c2cc1C (centres undefined)	105.4	17.7	95.7	0.0	60.9	21.6	140.7	96.9
CCOC(=O)C1(Cc2ccccc2C)CCCN(C(=O)c2cc(C3CC3)[nH]n2)C1 (centres undefined)	96.9	-19.6	92.6	8.0	97.6	1.7	90.6	92.1
O=C(CSc1ccc2ccccc2n1)N/N=C/c1ccccc1O	101.6	3.2	97.4	2.0	95.3	15.2	101.1	101.4
Cn1c(SCc2nc3ccccc3c(=O)[nH]2)nc2ccccc21	100.5	8.0	100.7	0.0	99.4	2.9	101.8	94.9
COCCN(C(=O)COC(=O)c1cc2ccccc2cc1O)c1c(N)n(Cc2ccccc2)c(=O)[nH]c1=O	93.1	0.0	94.4	3.0	90.5	20.0	91.9	87.3
COc1ccc(CNC(=O)C2CCC(CNc3c(N4CCCCC4)c(=O)c3=O)CC2)cc1 (centres undefined)	105.8	-1.4	98.4	0.0	103.9	2.2	104.8	103.5
O=C(COC(=O)c1ccccc1NS(=O)(=O)c1cccs1)NC1CCCCC1	96.1	15.3	98.9	2.0	108.9	4.2	104.6	104.0
COc1ccccc1N1CCN(CC(=O)Nc2sccc2C#N)CC1	102.8	3.2	101.9	4.0	101.1	15.8	91.9	103.2
O=S(=O)(Nc1ccccn1)c1ccc(Br)cc1	102.4	-3.5	93.0	0.0	93.0	25.9	95.9	101.9
Cc1ccc(C(=O)OCC(=O)NCc2ccco2)cc1C	100.3	-7.2	95.3	0.0	98.5	-6.7	111.3	97.8
Clc1cccc(CN2CCSCC2)c1	110.2	-9.8	105.4	99.0*	103.7	8.9	98.3	104.3
Next entries follow.
SMILES	MEP2 TOR yeast	GASC-1 inh	CIT2 TOR yeast	GRK2 aptamer HTS	AGP1-GFP MLPCN	VLA-4 inh	LAP4-GFP MLPCN	RPL19A-GFP yeast
C/C(=N\NC(=O)c1cc(C2CC2)nc2ccccc12)c1ccc(O)cc1O	101.8	-1.7	101.3	1.0	93.6	-12.0	99.2	97.9
CCC(NC(=O)CN1CCN(C(=O)c2cccs2)CC1)c1ccc(C)cc1 (centres undefined)	97.2	-7.1	93.8	0.0	96.1	6.3	103.6	99.1
O=C(OCC(=O)N1CCN(c2cccc(Cl)c2)CC1)c1ccco1	97.6	2.5	98.1	2.0	95.7	7.8	100.2	99.5
Cc1nnc(Nc2ccc(C(=O)N3CCOCC3)cc2)c2ccccc12	104.7	10.9	96.5	3.0	95.2	4.8	101.9	96.3
Cc1noc(C(=O)Nc2cccnc2)c1Cl	90.9	-6.8	82.6	0.0	98.3	4.1	94.3	104.7
COC(=O)C1=C(C)N(c2ccc(F)cc2)C(=O)C1	106.0	-30.1	97.2	0.0	100.9	0.0	106.1	103.0
Cc1ccc(S(=O)(=O)CC(N)=O)cc1	103.1	3.0	97.2	0.0	108.3	9.6	105.7	93.3
CCC1CCCCN1CCCNC(=O)c1nn(C)c2c1CS(=O)(=O)c1ccccc1-2 (centres undefined)	102.3	-7.7	95.5	0.0	98.9	8.3	96.1	98.5
O=C(Nc1ccc(O)cc1)c1cc(S(=O)(=O)N2CCCC2)ccc1Cl	127.6	0.2	107.7	0.0	106.3	-77.2	108.1	99.6
Cn1c(CC(=O)Nc2ccc(Cl)c(Cl)c2)nnc1SCC(=O)N1CCN(c2ccccc2)CC1	101.7	-4.8	88.9	2.0	101.6	-7.9	96.5	98.8
Cc1c(Cl)cccc1NC(=O)CSc1nc2c(c(=O)[nH]1)CCCC2	109.6	1.2	85.8	0.0	100.3	-6.9	103.6	99.2

3 entries out of the list above, arranged by the value under CIT2 TOR yeast, highest first.
SMILES	MEP2 TOR yeast	GASC-1 inh	CIT2 TOR yeast	GRK2 aptamer HTS	AGP1-GFP MLPCN	VLA-4 inh	LAP4-GFP MLPCN	RPL19A-GFP yeast
C/C(=N\NC(=O)c1cc(C2CC2)nc2ccccc12)c1ccc(O)cc1O	101.8	-1.7	101.3	1.0	93.6	-12.0	99.2	97.9
Cc1nnc(Nc2ccc(C(=O)N3CCOCC3)cc2)c2ccccc12	104.7	10.9	96.5	3.0	95.2	4.8	101.9	96.3
CCC(NC(=O)CN1CCN(C(=O)c2cccs2)CC1)c1ccc(C)cc1 (centres undefined)	97.2	-7.1	93.8	0.0	96.1	6.3	103.6	99.1
